Screening data: PubChem, several laboratories
SDO1 yeast rescue: compounds rescuing growth of sdo1-depleted yeast, bone marrow failure model; S. cerevisiae sdo1-depleted JHY4D growth rescue, OD600 30 h; hits give high values; pdr5 snq2 efflux-pump mutant strain; z-score at 10 µM; 140,000 compounds, 0.21% hits;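 active = z-score above 3 at both the 24 hr and the 30 hr optical density reads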;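 also: z-score against mean and SD of all compound wells on the same plate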
Insulin prom inh: TRM-6 insulin promoter activity inhibition. TRM-6 cells (human fetal islet line), insulin promoter-eGFP reporter, imaging; reporter expression induced with tamoxifen. inhibition, % at 2 µM. 130,000 compounds, 0.9% hits. AID 1273;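 active = inhibition above the mean plus 3 SD, with well images judged a real hit on visual review, cut at about 60% in these data, passing the limit was not always enough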
SDO1 yeast rescue Rescue 24 h: also measured in SDO1 yeast rescue; calls as there; z-score; S. cerevisiae sdo1-depleted JHY4D growth rescue, OD600; measured here: growth rescue at 24 h;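 0 is the plate mean of compound wells and units are plate SD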
Numbers without * were called inactive; . = not tested or not shown; & = joins results of further samples; [ ] = remark or other dose. Only part of the results is shown; rates above refer to the full screens.

SMILES	SDO1 yeast rescue	SDO1 yeast rescue Rescue 24 h	Insulin prom inh
C/C(=N\NS(=O)(=O)c1ccccc1)c1cc(Cl)cc(Cl)c1O	.	.	18
O=C(Nc1ccccc1)c1ccc(Nc2c([N+](=O)[O-])cc([N+](=O)[O-])c3ccccc23)cc1	-1.1	-0.46	-21
CN(CC(=O)NC1CC(C)(C)NC(C)(C)C1)S(=O)(=O)c1cc(Cl)ccc1Cl	.	.	36
O=C(COc1ccc(S(=O)(=O)N2CCOCC2)cc1)NC1CCCC1	0.27	0.27	-83
CCOc1ccc(Cl)cc1CN1CCOCC1	1.2	1.3	41
COc1ccc(NS(=O)(=O)c2ccc3oc(SCc4ccc(F)cc4)nc3c2)cc1	-0.72	0.46	-35
COc1ccc(C(=O)n2cc(C(=O)c3cc(C)ccc3O)cn2)cc1	0.06	-0.12	11
Cc1ccc(/C=C/C(=O)OCC(=O)N2CC(=O)Nc3ccccc32)o1	.	.	-11
Cc1nc2cc(NC(=O)N(C)c3ccc4ccccc4c3)ccc2o1	1.1	2.1	71*
CCCCCCn1c(CN2CCCCC2CC)nc2c1c(=O)n(C)c(=O)n2C (configuration not stated)	-1.2	-0.91	.
O=[N+]([O-])c1ccccc1/C=N/N1CCN(c2ccncc2S(=O)(=O)N2CCCCC2)CC1	-2.3	-1.5	8
COc1ccc(C(=O)Cn2nnc(-c3ccccc3NC(=O)c3ccco3)n2)cc1	-0.66	-0.16	.
CC(=O)NS(=O)(=O)c1ccc(NC(=O)c2cc(-c3ccc(C)c(C)c3)nc3ccccc23)cc1	0.83	0.08	-34
CCOC(=O)C1C(=O)C=C(c2cccs2)CC1c1ccccc1C (configuration not stated)	-1.2	-1.5	.
CCOC(=O)c1c(NC(=O)C2COc3ccccc3O2)sc(C)c1C (configuration not stated)	-1.2	-0.84	-19
COc1cccc2c1OC[C@@H](CO)[C@H]2N(C)C(=O)Nc1ccccc1	0.47	-0.51	.
Cc1ccc(-c2cc(C(=O)N/N=C/c3c(C)nn(-c4ccccc4)c3C)n[nH]2)s1	-0.4	-0.12	-146
CCc1ccc(C(C(=O)NCCOC)N(C(=O)Cn2nnc3ccccc32)c2cccnc2)cc1 (configuration not stated)	0.74	0.46	-450
CN(Cc1ccccc1)c1nc(-c2cccc([N+](=O)[O-])c2)nc2ccccc12	-0.06	0.22	-43
CC1CCN(C(=O)Cn2cc(SCC(=O)NCC3CCCO3)c3ccccc32)CC1 (configuration not stated)	.	.	-86
Cc1cc(NC(=O)CSc2nc(-c3cccs3)cc(C(F)(F)F)n2)no1	-1.1	-1.5	25
COc1ccc(CC(=O)Nc2ccc3c(c2)OCO3)cc1S(=O)(=O)N1CCOCC1	1.1&-0.31	0.31&-1.2	.
N#CCCN1CCN(Cc2cc(-c3ccccc3)ccc2O)CC1	0.46	-0.59	.
O=C(CS(=O)(=O)c1ccccc1)N1CCCCCC1	0.46	-0.47	27
Cc1ccccc1OCC(=O)O/N=C(\N)Cc1cccs1	-2[13 µM]	-1.2	.
COc1ccc(OC)c(C2SCCN2S(C)(=O)=O)c1 (configuration not stated)	1.2	0.46	10
CCCOc1cccc(C(=O)Nc2nnn(CCC)n2)c1	0.35	0.53	.
COc1cc(C2=Nc3c(c(C)nn3-c3ccccc3)P(=O)(N3CCOCC3)O2)cc(OC)c1OC (configuration not stated)	-0.21	-0.32	-18
Cc1cccc(OCC(=O)N/N=C/c2cn[nH]c2-c2ccc(Cl)c(Cl)c2)c1	0.38	1.9	.
Cc1ccc(N(CC(N)=O)C2SC(=O)NC2=O)cc1 (configuration not stated)	-0.23	-0.49	-14
CCOc1ccccc1N(CC(=O)N/N=C/c1cc(Br)ccc1OC)S(C)(=O)=O	-0.01	-0.45	20
O=C(Cn1nnc(-c2ccc(Cl)cc2)n1)NCC1CCCCC1	-1.4	0.77	.
COC1CCN(C(=O)c2ccc(OC3CCN(CCc4ccccc4)CC3)cc2)CC1	.	.	30
CC(C)CCN(C(=S)Nc1cccc(F)c1)C(C)c1cccs1 (configuration not stated)	.	.	7
O=c1c2ccccc2nc2n1C(CSCc1cccc(C(F)(F)F)c1)CS2 (configuration not stated)	-0.33	0.11	-57
COc1cccc(CN(Cc2ccco2)C(c2ccc(F)cc2)c2nnnn2C(C)(C)C)c1 (configuration not stated)	-0.11	-0.28	-92
CCOC(=O)C(NCCCO)c1ccccc1 (configuration not stated)	0.13	-0.19	36
O=C(COC(=O)c1ccccc1Sc1ccc(C(F)(F)F)cc1[N+](=O)[O-])NC(=O)NC1CCCC1	0.02	0.28	-13
O=C(/C=N/NC(=O)c1ccccc1Br)c1ccccc1	.	.	-76
CCS(=O)(=O)N1Cc2ccccc2CC1C(=O)Nc1nc(C)cs1 (configuration not stated)	.	.	39
CCCOc1ccc(C(=O)NNC(=S)NC(=O)CC)cc1	-2.3	-1.2	17
COc1ccc(NC(=O)CCCn2c(=S)[nH]c3ccccc3c2=O)cc1	-0.49	0.1	.
CCCCSc1nnc([C@H](CC(C)C)NC(=O)OC(C)(C)C)o1	-0.19	-0.4	.
CC(C)Sc1oc(-c2ccco2)nc1S(=O)(=O)c1ccc(F)cc1	-0.94	-1	3
Cc1ccnc(NC(c2ccccn2)c2c(C)[nH]c3ccccc23)c1 (configuration not stated)	.	.	-53
CCOC(=O)c1cccc(Nc2nc(C)cc(C)n2)c1	-0.11	-0.34	30
C=CCSc1nc2sc(C)c(C)c2c(=O)n1N	-0.89	0.91	25
COc1ccc(S(=O)(=O)N2CCOC2CNC(=O)C(=O)NCCc2ccc(OC)c(OC)c2)cc1C (configuration not stated)	-0.21	-0.18	.
Fc1ccc(NC(=S)Nc2ccccc2OC(F)F)cc1Cl	-0.58	0.21	.
O=C(Nc1cccs1)OCCN1CCN(Cc2ccccc2)CCC1=O	0.19	-0.25	-40
Next records follow:
SMILES	SDO1 yeast rescue	SDO1 yeast rescue Rescue 24 h	Insulin prom inh
CC(NCCOCCOc1ccccc1)c1ccccc1 (configuration not stated)	1	0.8	.
O=C(Oc1ccc(Cl)cc1)c1ccc(COC(=O)c2cnccn2)cc1	-0.22	-0.47	.
NC(=O)COC(=O)CC(NC(N)=O)c1ccc(Cl)cc1 (configuration not stated)	1.1	0.51	.
CCn1c(CC(=O)Nc2ccc(C)c(Cl)c2)nnc1SCCOc1ccc(OC)cc1	-0.33	0.95	-69
N#CC1=C(N)C(C#N)(C#N)C(c2cccnc2)C2CC(c3ccccc3)CC=C12 (configuration not stated)	-2	-0.56	32
CN1CCN(C(=O)c2c(O)c3cccc4c3n(c2=O)CCC4)CC1	0.44	-0.97	.
CCOC(=O)N1CCN(CC(O)COc2ccc(C)cc2C(C)(C)C)CC1 (configuration not stated)	-0.85	-0.76	7
CC(C)COc1ccc(C(=O)N/C(=C\c2cccc([N+](=O)[O-])c2)C(=O)OC(C)C)cc1	0.08	-0.24	14
O=C(NNC(=O)[C@@H]1CCCC[C@@H]1C(=O)O)Nc1ccccc1	1.1	1.3	9
CSc1nc(Sc2cccc(Cl)c2)c2ccccc2n1	-1.5	-1.5	35
Cc1cc(C)nc(SCc2nc3ncccn3c2Br)n1	0.2	0.13	-43
Cc1ccc(N(C(=O)C2COc3ccccc3O2)C(C(=O)NC2CCCCC2)c2cn(C)nc2C)cc1 (configuration not stated)	0.51	0.75	-20
OC(CN1C2=NCCCN2c2ccccc21)c1ccc2c(c1)OCO2 (configuration not stated)	0.66	0.09	.
CCOC(=O)c1[nH]c(C)c(C(=O)OCC(=O)NC(=O)NC(C)(C)C)c1C	0.32	1.8	.
CC(C)(C)c1ccc(S(=O)(=O)NCC(=O)N2CCN(C(=O)c3ccco3)CC2)cc1	-0.02	-0.44	27
CC(C)CCn1c(SCCN2CCOCC2)nc2c1c(=O)[nH]c(=O)n2C	-0.41	-1.1	.
CCCC1=C(C(=O)OCC)C(c2ccccc2OC)NC(=O)N1 (configuration not stated)	0.63	0.68	.
O=C(CN1CCN(c2ccccc2F)CC1)c1ccc2c(c1)OCO2	0.12	0.32	49
Cc1ccc(OCC(=O)NC2CC(C)(C)NC(C)(C)C2)cc1C	.	.	41
CCC1(C)Cc2c(sc3nn[nH]c(=O)c23)CO1 (configuration not stated)	0.73	0.46	23
Cc1ccc(-n2c(O)c(/C=N/Nc3ccc(S(=O)(=O)N4CCOCC4)cc3[N+](=O)[O-])c3ccccc3c2=O)c(C)c1	0.39	0.73	5
COc1ccc(C)cc1-n1nnnc1SCC(=O)Nc1cccnc1Cl	-0.34	-0.88	19
CCCOc1ccccc1-c1nc2c([nH]1)c(=O)[nH]c(=O)n2C	0.94	0.17	42
Cc1ccc(S(=O)(=O)c2nc(NC3CCS(=O)(=O)C3)sc2Cl)cc1 (configuration not stated)	-0.85	-0.74	11
CC(C)Sc1oc(-c2ccco2)nc1S(=O)(=O)c1ccccc1	-1.1	-1.3	0
CC(=O)C1=NN(c2ccccc2)C(c2cccs2)N1c1ccc(N(C)C)cc1 (configuration not stated)	0.34	0.08	18
CCN(C(=O)/C=C/c1ccc2c(c1)OCO2)c1ccccc1	-1.2	-0.66	17
CCC(C(=O)NC1CCCC1)n1c(SCc2cccc(C)c2)nc2ccncc21 (configuration not stated)	-0.21	0.18	-10
Cc1cccc(NC(=S)NNC(=O)c2cc3c(s2)CCC(C)C3)c1C (configuration not stated)	-0.41	-0.25	-30
CCOC(=O)c1[nH]c2ccc(F)cc2c1N=C(C)N(CC)CC	0.68	-0.15	.

Grouped by structure, those above with a CF3 group (three)
SMILES	SDO1 yeast rescue	SDO1 yeast rescue Rescue 24 h	Insulin prom inh
Cc1cc(NC(=O)CSc2nc(-c3cccs3)cc(C(F)(F)F)n2)no1	-1.1	-1.5	25
O=c1c2ccccc2nc2n1C(CSCc1cccc(C(F)(F)F)c1)CS2 (configuration not stated)	-0.33	0.11	-57
O=C(COC(=O)c1ccccc1Sc1ccc(C(F)(F)F)cc1[N+](=O)[O-])NC(=O)NC1CCCC1	0.02	0.28	-13

The main list resumes, starting seven compounds before the break.
SMILES	SDO1 yeast rescue	SDO1 yeast rescue Rescue 24 h	Insulin prom inh
Cc1ccc(S(=O)(=O)c2nc(NC3CCS(=O)(=O)C3)sc2Cl)cc1 (configuration not stated)	-0.85	-0.74	11
CC(C)Sc1oc(-c2ccco2)nc1S(=O)(=O)c1ccccc1	-1.1	-1.3	0
CC(=O)C1=NN(c2ccccc2)C(c2cccs2)N1c1ccc(N(C)C)cc1 (configuration not stated)	0.34	0.08	18
CCN(C(=O)/C=C/c1ccc2c(c1)OCO2)c1ccccc1	-1.2	-0.66	17
CCC(C(=O)NC1CCCC1)n1c(SCc2cccc(C)c2)nc2ccncc21 (configuration not stated)	-0.21	0.18	-10
Cc1cccc(NC(=S)NNC(=O)c2cc3c(s2)CCC(C)C3)c1C (configuration not stated)	-0.41	-0.25	-30
CCOC(=O)c1[nH]c2ccc(F)cc2c1N=C(C)N(CC)CC	0.68	-0.15	.
CC(=O)Nc1ccc(S(=O)(=O)N2CCN(CC3CC4C=CC3C4)CC2)cc1 (configuration not stated)	.	.	67
C=CCOc1ccc(/C(O)=C2/C(=O)C(=O)N(CCCN3CCOCC3)C2c2ccc(OC)cc2)cc1 (configuration not stated)	0.94	1.1	11
Cc1ccc(S(=O)(=O)NCC(=O)OCC(=O)c2c(N)n(C)c(=O)n(C)c2=O)cc1	1.5	0.57	-85
CNc1c([N+](=O)[O-])ncn1C	0.96	0.57	38
CC1CCCCN1c1ccc(N)cc1C(N)=O (configuration not stated)	.	.	-14
COc1ccc(NC(=O)CN2c3cccc4cccc(c34)S2(=O)=O)c(OC)c1	-0.96	-0.7	-56
CC1CC(C)CN(c2ccc(C(=O)NCc3ccc4c(c3)OCO4)cc2[N+](=O)[O-])C1 (configuration not stated)	-0.36	0.32	-31
CCCCc1c(C)c(C#N)c2nc3ccccc3n2c1Nc1c(C)n(C)n(-c2ccccc2)c1=O	-0.53	-0.51	31
CCn1c(SCC(=O)Nc2cc(C)on2)nnc1-c1cccs1	0.14	-0.35	7
COCCN1C(=O)C(=O)/C(=C(/O)c2cccc(OC)c2)C1c1ccncc1 (configuration not stated)	0.12	0.07	17
Cc1ccc(Nc2nc(N3CCOCC3)c3ccccc3n2)cc1	-0.04	-0.76	.
Cc1ccc2c(c1)nnn2C1CCN(C(=O)Nc2ccccc2C)CC1	.	.	13
CCC(C)c1ccc(OCCN2CCCC2)cc1 (configuration not stated)	-0.56	-0.72	17
O=C(NNC(=S)Nc1ccccc1)c1cccc(S(=O)(=O)N2CCOCC2)c1	.	.	-45
CC(NC(=S)Nc1ccc(Cl)cc1Cl)C(c1cccs1)N1CCCC1 (configuration not stated)	-0.93	-1.1	-29
Cc1c(NC(=O)CCc2ccccc2)cccc1[N+](=O)[O-]	.	.	18
Cc1ccc(NS(=O)(=O)c2ccc(NC(=O)c3ccc(Br)o3)cc2)c(C)c1	-1.1	-0.77	71
